HTT cytoprotect: qHTS Multiplex Assay to Identify Dual Action Probes in a Cell Model of Huntington: Cytoprotection (ATP). 0.14% of 230,000 active. Potency, µM (highest dose often 56.4 µM), for inactives: cytoprotection (ATP increase), most hits filed as activators. PC12 HTT-Q103 induced, cytoprotection, ATP luminescence, 40 h. AID 1471, 2008;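 further: % of control where 0% means no effect; nearly all actives have a fitted effect of over 45% in size; toxic huntingtin expression switched on by the ecdysone agonist tebufenozide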
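Cells were plated at 1500 per well in phenol red-free DMEM with 5% equine and 5% calf serum. Tebufenozide (100 nM final) and compounds were added, then ATPlite reagent, and luminescence was read.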
ALDH1A1 inh: qHTS Assay for Inhibitors of Aldehyde Dehydrogenase 1 (ALDH1A1) | Aldehyde dehydrogenase 1A1 (Homo sapiens), P00352 | Purified ALDH1A1, NADH fluorescence, propionaldehyde substrate | Potency, µM (doses to about 75.3 µM), for inactives: at the top dose activity, negative = inhibition, usual class: inhibitors | 7.3% of 220,000 active | AID 1030, 2008; active means well fitted inhibition curve with a large enough effect, not every such curve was filed as active; inconclusive means small, poorly fitted or top-dose-only effect, or another doubt; inactive means no such curve, though single readings can be large or run the other way;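 further: plate controls were no enzyme wells and a reference inhibitor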
Target sequence (P00352 whole entry, looked up): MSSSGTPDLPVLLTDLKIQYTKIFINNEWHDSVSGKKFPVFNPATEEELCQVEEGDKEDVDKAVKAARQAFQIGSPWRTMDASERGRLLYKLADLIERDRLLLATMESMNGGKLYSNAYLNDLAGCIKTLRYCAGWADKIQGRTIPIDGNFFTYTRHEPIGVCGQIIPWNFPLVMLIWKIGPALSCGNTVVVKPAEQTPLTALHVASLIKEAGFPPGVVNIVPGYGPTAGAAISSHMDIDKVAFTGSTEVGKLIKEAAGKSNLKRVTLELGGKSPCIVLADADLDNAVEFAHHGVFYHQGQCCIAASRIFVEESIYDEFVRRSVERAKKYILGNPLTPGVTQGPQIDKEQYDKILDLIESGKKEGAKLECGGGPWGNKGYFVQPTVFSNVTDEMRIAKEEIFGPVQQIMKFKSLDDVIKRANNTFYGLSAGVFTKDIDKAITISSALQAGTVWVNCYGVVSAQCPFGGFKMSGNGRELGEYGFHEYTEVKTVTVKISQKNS
Tau fluor cs: Counterscreen qHTS for Inhibitors of Tau Fibril Formation, Fluorescence Polarization. tau K18 P301L Alexa594 fluorescence, heparin fibrillization. Potency, µM (titrated, usually from 57.7 µM), inactives show top-dose activity change, negative = decrease. 0.93% of 280,000 active. AID 1463, 2008; further: on the % scale 0 is the no-effect control and ±100 the full control effect; nearly all actives have a fitted effect of over 55% in size
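Human K18 P301L tau (15 uM unlabeled plus 0.24 uM Alexa 594-labeled, final) in 100 mM sodium acetate pH 7 was mixed with compound and 20 uM heparin and incubated 6 hr at 37 C.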
JMJD2E inh: qHTS Assay for Inhibitors of Human Jumonji Domain Containing 2E (JMJD2E) | JMJD2E catalytic domain, FDH-coupled NADH fluorescence (FDH is formaldehyde dehydrogenase) | Potency, µM (series often up to 57.1 µM), for inactives: at the top dose activity change, negative = inhibition, actives largely listed as inhibitors | 1.6% of 230,000 active; active means well fitted inhibition curve with a large enough effect, not every such curve was filed as active; inconclusive means small, poorly fitted or top-dose-only effect, or another doubt; inactive means no such curve, though single readings can be large or run the other way;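 further: 0% = wells with enzyme and -100% = buffer wells without enzyme; nearly all actives have a fitted effect of over 50% in size; many of its hits are not listed in these tables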
Target sequence (B2RXH2 1-337 limits assumed): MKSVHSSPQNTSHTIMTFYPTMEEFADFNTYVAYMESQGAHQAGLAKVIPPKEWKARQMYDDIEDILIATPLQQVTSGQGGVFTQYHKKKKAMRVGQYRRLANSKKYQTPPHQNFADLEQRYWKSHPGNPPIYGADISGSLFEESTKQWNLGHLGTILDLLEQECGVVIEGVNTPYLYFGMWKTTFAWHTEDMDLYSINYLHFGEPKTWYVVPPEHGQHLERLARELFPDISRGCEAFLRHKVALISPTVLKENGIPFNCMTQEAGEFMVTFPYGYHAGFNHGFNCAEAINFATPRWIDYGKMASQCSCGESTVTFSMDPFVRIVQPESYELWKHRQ
Tau fibril FP: qHTS for Inhibitors of Tau Fibril Formation, Fluorescence Polarization. Microtubule-associated protein tau (Homo sapiens), P10636. K18 P301L tau heparin fibrillization, Alexa594 FP, 6 h. Potency, µM (highest dose often 57.7 µM), for the others: at the highest dose activity, negative = inhibition, most hits filed as inhibitors. 0.39% of 280,000 active; further: on the % scale 0 is the no-effect control and ±100 the full control effect; nearly all actives have a fitted effect of over 55% in size
Target sequence (P10636 561-689 P618L limits assumed): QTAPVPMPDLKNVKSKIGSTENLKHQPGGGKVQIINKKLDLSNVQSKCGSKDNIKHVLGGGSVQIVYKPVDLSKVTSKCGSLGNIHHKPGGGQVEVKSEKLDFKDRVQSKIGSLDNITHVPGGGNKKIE
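FP of Alexa 594-tau after heparin (20 uM) induction. Substrate: human K18 P301L, 15 uM unlabeled, 0.24 uM labeled. Buffer 100 mM sodium acetate pH 7. 6 hr, 37 C.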
Tau ThT inhib: qHTS for Inhibitors of Tau Fibril Formation, Thioflavin T Binding. Microtubule-associated protein tau (Homo sapiens), P10636. recombinant tau K18 P301L (four-repeat tau fragment), heparin-induced fibrillization, ThT fluorescence. Potency, µM (doses to about 57.4 µM), for the others: at the highest dose activity, negative = inhibition, actives largely listed as inhibitors. 2.1% of 270,000 active; further: on the % scale 0 is the no-effect control and ±100 the full control effect; nearly all actives have a fitted effect of over 55% in size
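Tau K18 P301L fragment (15 uM unlabeled plus 0.24 uM Alexa 594-labeled) in 100 mM sodium acetate pH 7 with compound, fibrillization induced by 20 uM heparin for 6 hr at 37 C. Thioflavin T (30 uM) added, fluorescence read after 1 hr (ex 450, em 510 nm).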
SMN2 splice up: qHTS Assay for Enhancers of SMN2 Splice Variant Expression; HEK293 SMN2-luciferase splicing reporter, luminescence, 30-36 h; Potency, µM (titrated, usually from 46.1 µM), for the others: at the top dose activity change, positive = activation, actives largely listed as activators; 2.8% of 210,000 active; AID 1458, 2008; further: % of control where 0% means no effect; nearly all actives have a fitted effect of over 55% in size
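qHTS luciferase splicing reporter: luminescence rises when SMN2 exon 7 is included in transfected HEK293 cells. Compound exposure lasted 30-36 h at 37C, with 4.5 mM final sodium butyrate as control, followed by a ONE-Glo read.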
HTT aggregate: qHTS Multiplex Assay to Identify Dual Action Probes in a Cell Model of Huntington: Aggregate Formation (GFP). Potency, µM (series often up to 46.1 µM), without a hit: at the highest dose activity change, negative = inhibition, usual class: inhibitors. 1.1% of 220,000 active. PC12 HttQ103-GFP aggregates, Acumen cytometry, 40 h; further: on the % scale 0 is the no-effect control and ±100 the full control effect; nearly all actives have a fitted effect of over 60% in size
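Read-out: GFP aggregate count by laser scanning cytometer (488 nm excitation, 500-530 nm emission, 1–25 µm objects >6 SD above background). Cells: PC12, inducible HTTex1-Q103-GFP, 100 nM tebufenozide; compounds titrated.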
An asterisk follows results filed as active; ? = inconclusive; / = no result given; & = joins results of further samples; [ ] = dose if it differs, or a comment. Unless noted, the call rests on the fitted dose curve; in most records, active means well fitted curve in the direction sought with a large enough effect; inconclusive means small, poorly fitted or top-dose-only effect, or another doubt; inactive means no such curve, though single readings can be large; an effect the other way counts as inactive or inconclusive. Potency means the concentration at half of the fitted maximal effect. Not all compounds are listed (hit frequency here may not be typical).

SMILES	HTT cytoprotect	ALDH1A1 inh	Tau fluor cs	JMJD2E inh	Tau fibril FP	Tau ThT inhib	SMN2 splice up	HTT aggregate
CCOCCCNC(=S)N1C2CCC1CC(NC(=O)NC13CC4CC(CC(C4)C1)C3)C2 (stereo unspecified)	-16%[10 µM]	?	-10%	8%	3%	-9%	-5%	8%
NNC(=O)CSc1nc(-c2ccccc2)cn1-c1ccccc1	-36%[10 µM]	/	-14%	3%	-5%	-13%	/	-17%[9.22 µM]
Cc1ccc(NC(=O)COC(=O)C(NS(=O)(=O)c2ccc(Cl)cc2)C(C)O)cc1C (stereo unspecified)	5%[10 µM]	1.3µM*	7%	-9%	1%	11%	23%	8%
CCn1c(SCC(=O)Nc2ccc(OC)c(OC)c2)nnc1-c1cccs1	-5%[0.074 µM]	1%	4%	2%	-1%	-2%	/	7%
O=C(NCc1ccccn1)Nc1ccc2c(c1)OCO2	2%[1.9 µM]	-3%	-2%	-26%	6%	-10%	19%	-2%
CC1CCCC(NC(=O)COC(=O)/C=C/c2ccc(S(=O)(=O)N3CCOCC3)cc2)C1C (stereo unspecified)	10%[10 µM]	/	27%	-25%	10%	?	/	-10%[9.22 µM]
CC(C)N1CCN(C2CSCCSC2)CC1CCO (stereo unspecified)	3%[10 µM]	/	3%	3%	-1%	4%	/	-11%[9.22 µM]
C(/C=C/c1ccccc1)=N/N1CCN(c2ccccc2)CC1	-6%[10 µM]	10%	-20%	0%	-1%	?	?	-7%
COCCSc1ccccc1C(=O)Nc1cc(C)cc(C)c1	16%	5%	-14%	3%	-8%	-12%	-7%	-3%[9.22 µM]
Nc1c(NCCN2CCCCC2)c2ccccc2oc1=O	0%[10 µM]	?	4%	10%	-4%	8%	/	0%[9.22 µM]
O=C(O)C1CCN(c2ncccn2)CC1	19%	8%	-4%	?	4%	-12%	-19%	4%
CCCCNC(=O)CC1N=C2c3ccccc3N=C(SCC(=O)Nc3cccc(OC)c3)N2C1=O (stereo unspecified)	-1%	?	-15%	?	-1%	-9%	0%	20%
COc1ccc(NC(=O)CSc2c3c(nc4cc(Cl)ccc24)CCCC3)cc1OC	25%[10 µM]	?	-7%	?	21%	?	-106%[inhibitor]	?
Fc1ccccc1N1CCN(C(c2ccccn2)c2nnnn2C2CCCCC2)CC1 (stereo unspecified)	5%[10 µM]	?	-6%	-11%	-2%	-17%	-18%	5%
O=c1c2ccccc2nc(N/N=C/c2c(O)ccc3ccccc23)n1O	-87%[inhibitor][10 µM]	?	?	11µM*	4%	11µM*	-74%[inhibitor]	?
O=c1cc(N2CCCC2)[nH]c(=O)n1-c1ccc(Cl)cc1	7%[10 µM]	-4%	-8%	4%	-9%	-4%	?	-1%
CCC(CO)N=CC1=C(O)C(C(=O)c2ccccc2)CCC1=O (stereo unspecified)	18%	8%	0%	-7%	-6%	-3%	-20%	-4%
O=C(Nc1ccc2c(c1)OCCO2)c1cc2ccccc2o1	-144%[inhibitor]	-4%	-29%	4%	-6%	?	1.3µM*	-16%
O=C(OCc1cncs1)c1cccs1	-15%	10%	2%	6%	0%	0%	2%	18%
Cc1cccc(C)c1OCC(O)Cn1ccnc1C (stereo unspecified)	18%	-12%	-5%	-3%	1%	-10%	-19%	-8%
CCCNC(=O)CCC(=O)Nc1ncc(-c2ccc(C)cc2)n1C	6%	12%	-1%	9%	2%	-15%	-12%	-4%
CCN(CC)S(=O)(=O)c1cnccc1N1CCN(c2cccc(Cl)c2)CC1	/	8%	-16%	-10%	8%	-17%	-29%	-7%
CC(=O)N1CCN(c2cc3c(cc2F)c(=O)c(C(=O)O)cn3C2CC2)CC1	11%[10 µM]	?	0%	?	-9%	4%	15%	7%
COc1cc2c(cc1OC)CN(C(=S)Nc1c(C)cccc1C)CC2	-6%[10 µM]	5%	4%	-10%	2%	8%	-2%	-8%
CCc1nonc1NC(=O)c1oc2cc(C)c(Cl)cc2c1C	/	/	0%	/	-7%	-1%	0%	/
COc1ccc(S(=O)(=O)NCCCCCC(=O)NCCCN2CCOCC2)cc1	9%	2%	1%	-3%	7%	-2%	9%	8%
Cc1ccccc1NC(=O)c1c(C)oc2ccc(O)c(CN(C)Cc3ccccc3)c12	/	/	?	/	-2%	?	-18%	/
CCOC(=O)CCCn1ncn2c(cc3occc32)c1=O	-3%[10 µM]	0%	-13%	?	-1%	-23%	-2%	4%
CCCCOC(=O)N1CCOCCOCCOCC1	8%[10 µM]	/	-2%	9%	-1%	4%	/	18%[9.22 µM]
CC(C)c1ccc(Nc2cc(C(=O)NCCc3ccccc3)c3ccccc3n2)cc1	/	/	?	/	1%	1%	-1%	/
Cc1nc([N+](=O)[O-])cn1CC(=O)NCCCO	-7%[0.074 µM]	-4%	10%	0%	3%	9%	14%	8%
CC(=O)N1CCC[C@H]1C(=O)O	-25%	-4%	0%	-16%	3%	1%	3%	-18%
COCCNC(=O)CCCn1c(SCC(=O)Nc2cccc(C)c2)nc2c(sc3ccccc32)c1=O	/	/	-12%	/	?	?	-8%	/
Oc1ccccc1-n1nc2ccc3nonc3c2n1	22%[10 µM]	/	-16%	-3%	-7%	-7%	/	12%[9.22 µM]
Cc1ccc(-n2c(C)cn(C(=O)c3ccccc3)c2=S)cc1	15%[10 µM]	-1%	2%	-28%	-2%	-5%	-15%	6%
CCOC(=O)C(O)C1CCc2c([nH]c3ccc(C)cc23)C1=O (stereo unspecified)	-21%[10 µM]	/	1%	?	4%	-8%	/	-16%[9.22 µM]
COc1ccc(CCN2C(=O)c3oc4cc(C)cc(C)c4c(=O)c3C2c2ccc(F)cc2)cc1OC (stereo unspecified)	/	/	5%	/	9%	2%	6%	/
CCc1nnc(NS(=O)(=O)c2ccc(NC(=S)NC(=O)c3ccc(OC)c(OC)c3)cc2)s1	-6%[10 µM]	7.9µM*	-8%	-4%	1%	-3%	?	14%
COc1ccc(O)c(C2=Nc3ccccc3N=C(c3ccccc3)C2)c1	-6%[10 µM]	/	?	?	-12%&-11%	-9%&1%	?	3%[9.22 µM]
CCOc1ccc(-c2nc3scc(-c4cccs4)c3c(=O)[nH]2)cc1	/	?	1%	?	2%	-10%	-3%	3%
COC(=O)CN(c1cc(Cl)ccc1OC)S(=O)(=O)c1ccc(C)cc1	30%[10 µM]	/	-14%	9%	7%	/	/	-5%[9.22 µM]
Cc1c(Br)cccc1NC(=O)c1sccc1-n1cccc1	19%	-2%	-27%	7%	-10%	-15%	-27%	-2%[9.22 µM]
Cc1ccc(NC(=O)CC(C(=O)O)c2ccccc2)cc1 (stereo unspecified)	24%[10 µM]	10%	1%	6%	-11%	7%	4%	7%
C/C(=N/OC(=O)c1c(-c2ccccc2Cl)noc1C)c1cnccn1	9%	?	-4%	-6%	-2%	-10%	/	-8%
Cc1oc(/C=N/NC(=O)CN(c2ccccc2Br)S(C)(=O)=O)cc1Br	4%	?	-16%	-13%	-2%	-3%	-4%	-11%
COc1cccc(OCCCOc2ccc([N+](=O)[O-])cc2Cl)c1	7%	-6%	-29%	2%	-14%	?	-19%	-28%
CCc1ccc(NC(=O)Cn2c(=O)oc3cc(S(=O)(=O)N4CCCCCC4)ccc32)cc1	/	/	-25%	/	-14%	9%	-48%[inhibitor]	/
CCC(C)NC(=O)c1ccccc1NC(=O)CN(c1ccc(OC)cc1)S(C)(=O)=O (stereo unspecified)	22%	2%	-8%	-3%	0%	-18%	-5%	1%[9.22 µM]
O=C(O)COc1ccccc1/C=N/NC(=O)CN1CCN(Cc2ccccc2Cl)CC1	3%[10 µM]	/	6%	-27%	6%	1%	/	-8%[9.22 µM]
N#Cc1ccccc1OCC(=O)N1CCN(c2ccccc2F)CC1	/	/	-22%	/	3%	-17%	-25%	/
CC1(C)CC(CC(=O)O)CC(C)(C)N1	-13%	7%	-4%	-1%	0%	-3%	-5%	-7%
Cc1noc(C)c1COC(=O)Cn1c(C)nc2ccccc21	3%	-4%	-3%	-3%	3%	-3%	-8%	-19%
COc1ccc(-c2nc3ccccn3c2NCc2ccc3c(c2)OCO3)cc1	22%[1.9 µM]	?	?	?	?	?	14µM*	-7%
Cc1ccc(O)c(Nc2nc3ccccc3c3nncn23)c1	/	/	?	/	?	-6%	-11%	/
S=C(NCCc1ccccc1)Nc1ccccc1Cl	11%[10 µM]	-5%	-15%	11%	-5%	-10%	-19%[1.84 µM]	23%
CCOC(=O)C1CCN(C(c2ccccn2)c2c(C)[nH]c3ccccc23)CC1 (stereo unspecified)	-44%[inhibitor]	?	?	?	6%	?	-1%	18%
COc1ccc(NS(=O)(=O)c2cc(NC(=O)Cc3cccs3)ccc2C)cc1	1%[10 µM]	?	?	-3%	-5%	-4%	-39%	5%

By substructure, the compounds so far with a nitro group on carbon.
SMILES	HTT cytoprotect	ALDH1A1 inh	Tau fluor cs	JMJD2E inh	Tau fibril FP	Tau ThT inhib	SMN2 splice up	HTT aggregate
Cc1nc([N+](=O)[O-])cn1CC(=O)NCCCO	-7%[0.074 µM]	-4%	10%	0%	3%	9%	14%	8%
COc1cccc(OCCCOc2ccc([N+](=O)[O-])cc2Cl)c1	7%	-6%	-29%	2%	-14%	?	-19%	-28%

Gathered by group: those above with bromine (two)
SMILES	HTT cytoprotect	ALDH1A1 inh	Tau fluor cs	JMJD2E inh	Tau fibril FP	Tau ThT inhib	SMN2 splice up	HTT aggregate
Cc1c(Br)cccc1NC(=O)c1sccc1-n1cccc1	19%	-2%	-27%	7%	-10%	-15%	-27%	-2%[9.22 µM]
Cc1oc(/C=N/NC(=O)CN(c2ccccc2Br)S(C)(=O)=O)cc1Br	4%	?	-16%	-13%	-2%	-3%	-4%	-11%

Bioassay records as filed in PubChem.
